USP2a block – qHTS Assay for Inhibitors of Ubiquitin-specific Protease USP2a Using CHOP2 as the Reporter | Potency, µM (top dose mostly 38.3 µM), without a hit: at the top dose activity change, negative = inhibition, actives largely listed as inhibitors | USP2 core, Ub-CHOP2 coupled fluorogenic reporter, 485/531 | Ubiquitin carboxyl-terminal hydrolase 2 (Homo sapiens), O75604 | actives 0.01% (n = 330,000);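 further: potency means the concentration at half of the fitted maximal effect; plate controls were DMSO wells for no effect and full inhibition by NEM control for full effect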
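Cell-free coupled assay: 10nM USP2 core preincubated 30min RT with compound in Tris-HCl pH 8.0/CaCl2/CHAPS buffer, then 25nM Ub-CHOP2 and 25nM reporter substrate; fluorescence (Ex 485/Em 531) read after 60min RT, normalized to NEM inhibition, concentration-response curves fitted.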
Giardia kill – Small Molecules that selectively kill Giardia lamblia: qHTS. activity change, % at 7.66 µM, hits read low. Giardia lamblia trophozoite viability. actives 0.15% (n = 340,000); in the data active means activity change below about -80%; inconclusive means between about -30% and that limit;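 further: parasites exposed to compound for two days anaerobically before the ATP read; on the % scale 0 is the no-effect control and ±100 the full control effect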
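Giardia lamblia trophozoites (100 cells/well) were incubated with compounds for 48 h at 37 deg C under anaerobic conditions. Viability was read as ATP content by one-step luminescence after 15-30 min at room temperature.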
B2AR arrestin – qHTS assay of beta-arrestin-biased ligands of beta2-adrenergic receptor | beta-arrestin recruitment to beta2AR, cell-based reporter | Beta-2 adrenergic receptor (Homo sapiens), P07550 | actives 0.02% (n = 330,000) | Potency, µM (doses to about 46.1 µM), inactives show at the highest dose activation, actives largely listed as activators;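 further: potency means the concentration at half of the fitted maximal effect; 0% = DMSO controls and full agonism = EC100 isoproterenol or metaproterenol; nearly all actives have a fitted effect of over 65% in size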
KCNH2 3.1 block – qHTS for Inhibitors of KCHN2 3.1: Mutant qHTS. Potassium voltage-gated channel subfamily H member 2, brain isoform KCNH2 3.1 (human). U2OS KCNH2 3.1, thallium flux FluxOr; stronger effect = lower value. activity change, % (tested at about 1.8 µM). actives 0.95% (n = 340,000). AID 720553, 2013;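 active means maximum activity change below -70%; inconclusive means maximum activity change from -70% to -50%; inactive means maximum activity change above -50%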;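 further: thallium influx rate constant from kinetic fluorescence after stimulation buffer; on the % scale 0 is the no-effect control and ±100 the full control effect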
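FluxOr-based Tl+ influx in U2OS cells transduced with KCNH2 3.1 virus; rate constants normalized to DMSO controls.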
MLL CXXC-DNA inh – qHTS Fluorescence Polarization Assay for Inhibitors of MLL CXXC domain - DNA interaction | Potency, µM (doses to about 115 µM), without a hit: top-dose activity change, negative = inhibition, hits mostly inhibitors | MLL-CXXC / FITC-HOXA9 DNA fluorescence polarization | AID 2662, 2010 | actives 0.037% (n = 290,000) | Histone-lysine N-methyltransferase 2A (Homo sapiens), Q03164; active means well fitted inhibition curve with a large enough effect in the polarisation, with a control signal flat, not every such curve was filed as active; inconclusive means small, poorly fitted or top-dose-only effect, or effect the other way, or a change in a side signal; inactive means no such curve, though single readings can be large or run the other way; the % refers to the polarisation; further: potency means the concentration at half of the fitted maximal effect
Target sequence (Q03164 whole entry, looked up, the tested form may be a part): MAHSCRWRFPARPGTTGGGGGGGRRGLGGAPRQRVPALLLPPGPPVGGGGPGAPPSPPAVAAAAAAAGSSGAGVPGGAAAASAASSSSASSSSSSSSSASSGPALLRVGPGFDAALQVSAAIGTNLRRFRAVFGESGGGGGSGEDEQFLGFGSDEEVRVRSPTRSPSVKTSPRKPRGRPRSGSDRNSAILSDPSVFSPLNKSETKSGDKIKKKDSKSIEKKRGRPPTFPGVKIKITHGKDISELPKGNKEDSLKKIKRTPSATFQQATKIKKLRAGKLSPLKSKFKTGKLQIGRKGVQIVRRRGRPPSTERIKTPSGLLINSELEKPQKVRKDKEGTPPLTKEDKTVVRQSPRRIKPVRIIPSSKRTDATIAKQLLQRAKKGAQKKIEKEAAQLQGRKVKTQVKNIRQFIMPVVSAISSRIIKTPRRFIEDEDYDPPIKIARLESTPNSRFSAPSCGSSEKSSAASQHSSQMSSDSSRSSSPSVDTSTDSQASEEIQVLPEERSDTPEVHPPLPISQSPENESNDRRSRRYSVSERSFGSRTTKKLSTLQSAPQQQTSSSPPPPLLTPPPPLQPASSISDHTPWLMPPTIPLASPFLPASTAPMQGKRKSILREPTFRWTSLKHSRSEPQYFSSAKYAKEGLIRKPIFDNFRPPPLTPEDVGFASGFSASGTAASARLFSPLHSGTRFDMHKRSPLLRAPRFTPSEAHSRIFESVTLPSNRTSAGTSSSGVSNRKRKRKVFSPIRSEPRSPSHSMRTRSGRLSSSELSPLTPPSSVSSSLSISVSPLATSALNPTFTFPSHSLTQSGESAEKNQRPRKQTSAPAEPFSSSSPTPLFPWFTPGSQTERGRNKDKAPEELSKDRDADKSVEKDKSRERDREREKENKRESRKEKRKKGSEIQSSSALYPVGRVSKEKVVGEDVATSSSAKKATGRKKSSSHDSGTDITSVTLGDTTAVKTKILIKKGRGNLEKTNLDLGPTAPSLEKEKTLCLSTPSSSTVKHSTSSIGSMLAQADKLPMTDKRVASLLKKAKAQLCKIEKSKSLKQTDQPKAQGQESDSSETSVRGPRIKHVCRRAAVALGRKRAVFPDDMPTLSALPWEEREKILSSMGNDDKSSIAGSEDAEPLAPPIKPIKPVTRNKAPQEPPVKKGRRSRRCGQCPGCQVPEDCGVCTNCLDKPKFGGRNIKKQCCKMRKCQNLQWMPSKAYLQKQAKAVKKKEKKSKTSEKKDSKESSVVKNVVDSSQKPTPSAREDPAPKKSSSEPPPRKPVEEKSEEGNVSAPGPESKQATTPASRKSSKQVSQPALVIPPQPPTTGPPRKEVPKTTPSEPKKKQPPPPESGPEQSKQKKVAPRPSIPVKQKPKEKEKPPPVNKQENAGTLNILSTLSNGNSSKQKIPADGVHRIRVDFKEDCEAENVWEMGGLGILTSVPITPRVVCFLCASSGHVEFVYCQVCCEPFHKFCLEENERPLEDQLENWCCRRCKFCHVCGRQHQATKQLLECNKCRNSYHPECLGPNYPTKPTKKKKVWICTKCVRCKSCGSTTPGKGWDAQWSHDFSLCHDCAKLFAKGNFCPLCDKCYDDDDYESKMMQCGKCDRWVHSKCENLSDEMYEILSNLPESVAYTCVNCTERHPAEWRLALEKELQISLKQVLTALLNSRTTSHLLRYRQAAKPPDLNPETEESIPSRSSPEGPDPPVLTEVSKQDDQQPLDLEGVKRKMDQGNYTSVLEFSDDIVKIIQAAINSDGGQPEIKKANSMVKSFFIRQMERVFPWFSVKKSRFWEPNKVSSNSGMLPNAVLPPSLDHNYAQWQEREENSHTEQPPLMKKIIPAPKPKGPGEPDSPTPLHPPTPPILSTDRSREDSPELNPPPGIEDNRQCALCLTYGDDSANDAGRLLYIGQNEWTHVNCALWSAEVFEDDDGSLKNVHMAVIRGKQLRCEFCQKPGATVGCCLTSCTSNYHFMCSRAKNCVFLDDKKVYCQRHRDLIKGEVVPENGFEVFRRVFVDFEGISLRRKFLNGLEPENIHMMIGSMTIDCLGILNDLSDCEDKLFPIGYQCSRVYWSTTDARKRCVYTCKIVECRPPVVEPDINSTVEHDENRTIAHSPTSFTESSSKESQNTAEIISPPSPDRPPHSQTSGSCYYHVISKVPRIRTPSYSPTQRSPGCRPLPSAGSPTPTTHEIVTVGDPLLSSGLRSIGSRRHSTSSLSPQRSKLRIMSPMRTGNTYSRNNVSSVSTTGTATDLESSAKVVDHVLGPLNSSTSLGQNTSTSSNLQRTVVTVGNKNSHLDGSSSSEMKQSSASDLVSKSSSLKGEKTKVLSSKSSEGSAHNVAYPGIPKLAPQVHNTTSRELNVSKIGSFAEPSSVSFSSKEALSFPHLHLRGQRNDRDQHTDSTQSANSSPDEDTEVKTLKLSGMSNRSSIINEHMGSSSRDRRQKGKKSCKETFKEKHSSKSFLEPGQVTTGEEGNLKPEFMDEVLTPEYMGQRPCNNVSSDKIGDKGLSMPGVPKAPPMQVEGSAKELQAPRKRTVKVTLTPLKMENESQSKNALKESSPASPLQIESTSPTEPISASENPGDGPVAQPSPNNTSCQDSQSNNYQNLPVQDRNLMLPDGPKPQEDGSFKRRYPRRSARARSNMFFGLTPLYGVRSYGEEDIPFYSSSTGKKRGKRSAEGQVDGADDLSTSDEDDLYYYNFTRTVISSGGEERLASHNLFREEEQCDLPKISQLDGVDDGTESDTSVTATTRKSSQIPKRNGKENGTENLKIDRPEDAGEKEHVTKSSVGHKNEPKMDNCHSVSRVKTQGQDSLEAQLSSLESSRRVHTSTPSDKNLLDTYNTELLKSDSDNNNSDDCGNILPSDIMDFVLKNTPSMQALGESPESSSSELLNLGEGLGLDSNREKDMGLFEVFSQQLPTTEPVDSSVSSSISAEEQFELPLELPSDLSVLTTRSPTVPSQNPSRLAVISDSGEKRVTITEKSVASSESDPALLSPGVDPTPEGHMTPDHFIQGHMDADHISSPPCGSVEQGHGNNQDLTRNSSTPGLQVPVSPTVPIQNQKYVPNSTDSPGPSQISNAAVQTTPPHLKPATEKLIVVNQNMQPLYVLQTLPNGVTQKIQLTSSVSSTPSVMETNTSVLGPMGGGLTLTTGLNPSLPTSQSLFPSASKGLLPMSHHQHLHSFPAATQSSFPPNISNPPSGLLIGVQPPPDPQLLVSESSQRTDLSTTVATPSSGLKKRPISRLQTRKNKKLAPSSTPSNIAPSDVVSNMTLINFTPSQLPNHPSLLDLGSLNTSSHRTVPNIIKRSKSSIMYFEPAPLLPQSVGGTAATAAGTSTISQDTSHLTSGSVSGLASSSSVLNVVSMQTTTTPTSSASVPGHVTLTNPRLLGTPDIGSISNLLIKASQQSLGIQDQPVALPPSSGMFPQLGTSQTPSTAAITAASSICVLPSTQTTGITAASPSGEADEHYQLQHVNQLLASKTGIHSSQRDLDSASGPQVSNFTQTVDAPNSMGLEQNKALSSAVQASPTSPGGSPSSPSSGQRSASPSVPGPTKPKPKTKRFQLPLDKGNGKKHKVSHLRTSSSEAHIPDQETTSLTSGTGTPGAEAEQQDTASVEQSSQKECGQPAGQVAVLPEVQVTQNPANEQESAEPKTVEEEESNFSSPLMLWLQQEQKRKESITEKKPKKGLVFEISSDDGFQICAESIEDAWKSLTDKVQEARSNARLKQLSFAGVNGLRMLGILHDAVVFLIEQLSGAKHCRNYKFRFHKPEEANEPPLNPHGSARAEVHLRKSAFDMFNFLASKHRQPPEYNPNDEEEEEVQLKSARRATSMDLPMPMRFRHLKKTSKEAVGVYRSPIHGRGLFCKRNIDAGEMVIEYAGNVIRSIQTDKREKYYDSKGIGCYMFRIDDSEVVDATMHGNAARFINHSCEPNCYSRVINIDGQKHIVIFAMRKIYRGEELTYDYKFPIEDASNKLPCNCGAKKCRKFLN
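Steps: dispense CXXC domain solution (7 uM) → pin compounds or unlabeled HOX-A9 DNA control → 5 min ambient → add FLSN-HOX-A9 solution (50 nM) → spin → 30 min ambient → fluorescence polarization. Tris pH 7.5/NaCl/DTT/BSA buffer.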
Menin MLL FP TR – qHTS Assay for Inhibitors Targeting the Menin-MLL Interaction in MLL Related Leukemias: Competition With Texas Red Labeled MLL-derived Mutant Peptide | Potency, µM (titrated, usually from 61.6 µM), for the others: at the top dose FP activity change, negative = inhibition, hits mostly inhibitors | actives 0.23% (n = 270,000) | Menin + Texas Red MLL mutant peptide, fluorescence polarization | AID 1768, 2009; active means well fitted inhibition curve with a large enough effect in the polarisation, with a control signal flat, not every such curve was filed as active; inconclusive means small, poorly fitted or top-dose-only effect, or effect the other way, or a change in a side signal; inactive means no such curve, though single readings can be large or run the other way; the % refers to the polarisation; further: potency means the concentration at half of the fitted maximal effect; % of control where 0% means no effect; many of its hits are not listed in these tables
GALK inhibitor – qHTS Assay for Inhibitors of Human Galactokinase (GALK); actives 0.007% (n = 270,000); Purified GALK, Kinase-Glo residual ATP luminescence; Potency, µM (series often up to 57.5 µM), inactives show top-dose activity change, negative = inhibition, hits mostly inhibitors; AID 1868, 2009; P51570; further: potency means the concentration at half of the fitted maximal effect; on the % scale 0 is the no-effect control and ±100 the full control effect
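Compounds were pin-transferred into ATP buffer (35 uM final), then GALK plus galactose (5 nM, 100 uM final) was added. After 1 h at room temperature, Kinase-Glo Plus was added and luminescence read after 10 min.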
Coupling enz – qHTS Assay for Inhibitors of Fructose-1,6-bisphosphate Aldolase from Giardia Lamblia: Coupling assay counterscreen | coupling enzyme system counterscreen, AmpLite Red fluorescence | activity change, negative = inhibition, % at 58.2 µM, hits read low | actives 0.67% (n = 290,000); in the data active means activity change below about -30%; further: on the % scale 0 is the no-effect control and ±100 the full control effect
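Counterscreen lacking aldolase: glyceraldehyde-3-phosphate coupling-enzyme reagent preincubated 10 min at RT with compound (at 57.5 uM final), then substrate/coupling system with AmpLite Red added; fluorescence read at 525/598 nm after 20 min RT.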
TRPV1 ag – HTS Assay for Compounds that Act as Agonists of the Vanilloid Receptor 1; activation, % at 8.33 µM; Transient receptor potential cation channel subfamily V member 1 (Homo sapiens), Q8NER1; AID 540275, 2011; actives 0.19% (n = 320,000); TRPV1-expressing cells, Fluo-8 calcium influx, agonist mode; in the data active means activation above about 80%; inconclusive means between about 30% and that limit; further: 0% is about no effect
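Cells expressing TRPV1 were dye-loaded with Fluo-8 and read kinetically: 10 s baseline, 3 min after compound (agonist portion), then 2 min after EC20 capsaicin (allosteric enhancer portion). Calcium-bound dye fluorescence at 480/520 nm.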
KCNH2 WT inh – qHTS for Inhibitors of KCHN2 3.1: Wildtype qHTS; U2OS, BacMam KCNH2, thallium flux FluxOr; stronger effect = lower value; activity change, % at 1.84 µM; actives 0.37% (n = 340,000); Voltage-gated inwardly rectifying potassium channel KCNH2 (Homo sapiens), Q12809;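 active means maximum activity change below -70%; inconclusive means maximum activity change between -70% and -50%; inactive means maximum activity change above -50%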; further: on the % scale 0 is the no-effect control and ±100 the full control effect
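U2OS cells transduced with wild-type KCNH2 virus are loaded with FluxOr dye for 45 min, and thallium flux is measured in kinetic reads before and after stimulation buffer. Rate constants are normalized to DMSO controls.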
PKM2 activator – qHTS Assay for Activators of Human Muscle isoform 2 Pyruvate Kinase; Pyruvate kinase PKM (Homo sapiens), P14618; purified PKM2, Kinase-Glo ATP luminescence, activation; response scale: 0% is enzyme alone, no compound; Potency, µM (series often up to 57.5 µM), for the others: top-dose activation, hits mostly activators; actives 0.34% (n = 260,000); AID 1631, 2009; further: potency means the concentration at half of the fitted maximal effect; on the % scale 0 is the no-effect control and ±100 the full control effect; nearly all actives have a fitted effect of over 55% in size
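hPK-M2, >95% pure; 0.1 mM ADP / 0.5 mM PEP final; imidazole pH7.2 buffer w/ 7 mM MgCl2, 50 mM KCl; 1 h RT; Kinase-Glo lum. Intermediate enzyme activity for dual inhibitor/activator qHTS.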
An asterisk follows results filed as active; ? = inconclusive; · = not tested or not shown; [ ] = dose if it differs, or a comment. Unless noted, the call rests on the fitted dose curve; in most records, active means well fitted curve in the direction sought with a large enough effect; inconclusive means small, poorly fitted or top-dose-only effect, or another doubt; inactive means no such curve, though single readings can be large; an effect the other way counts as inactive or inconclusive.

SMILES	USP2a block	Giardia kill	B2AR arrestin	KCNH2 3.1 block	MLL CXXC-DNA inh	Menin MLL FP TR	GALK inhibitor	Coupling enz	TRPV1 ag	KCNH2 WT inh	PKM2 activator
CC1Cc2nc(SCC(=O)NCc3ccccc3)n(Cc3ccccc3)c(=O)c2S1 (stereo unspecified)	0.9%	17.2	-0.3%	-17.0	-3.8%	0.3%	-0.3%	-2.9	26.0	-2.2	-6.1%
CCn1c(SCC(=O)NCc2ccco2)nc2ccccc2c1=O	-0.2%	13.2	-0.3%	6.9	-3.5%	-8.7%	5.2%	6.4	-0.7	0.7	3.0%
Cc1ccc(NC(=O)CN(C)C(=O)c2cccc(S(=O)(=O)NCc3ccco3)c2)cc1	-0.2%	29.5	0.4%	2.8	·	·	·	·	-2.1	0.3	·
Cc1ccc(NC(=O)c2nc[nH]c2C(=O)Nc2ccc(C)cc2)cc1	2.5%	-1.4	5.0%	10.0	-3.2%	-14.0%	-0.1%	0.5	0.3	-192.3*	-4.0%
COc1ccc(CN(C)CC(=O)Nc2ccccc2C(=O)NC2CC2)cc1OC	0.1%	-11.5	0.1%	-3.4	·	·	·	·	-1.0	6.0	·
COc1nccnc1NS(=O)(=O)c1ccc(NCc2cc(Br)ccc2O)cc1	-1.1%	-6.1	-1.0%	3.9	1.6%	13.4%	-5.4%	5.9	-0.3	1.6	6.0%
CCCOc1ccc(C(=O)c2ccccc2C(=O)O)cc1OCCC	8.7%	3.7	-0.7%	0.1	0.5%	·	-2.2%	8.1	-1.0	2.9	1.8%
O=C(Nc1ccccc1)c1ccc2nsnc2c1	2.6%	-3.6	-0.4%	5.4	3.1%	·	-6.9%	-6.8	·	2.2	-10.6%
O=C(Nc1ccccc1C(=O)N1CCN(c2cccc(Cl)c2)CC1)C1=CSCCO1	-12.6%	20.0	-0.2%	-9.5	-17.2%	-21.6%	7.5%	-1.7	0.2	9.2	·
CC(C)(C)[C@H]1C=C(C(=O)N2CCOCC2)O[C@@H](OCCCCO)C1	2.6%	12.3	-0.6%	·	-17.7%	1.0%	1.8%	1.7	0.3	·	-2.2%
CCOc1ccc(S(=O)(=O)Nc2nc3ccccc3nc2Cl)cc1	0.0%	-18.7	-0.2%	7.8	8.7%	?	-1.5%	17.4	-1.6	5.8	·
COC(=O)CCC(=O)Nc1ccc(Br)cc1	2.6%	-8.3	-2.0%	-3.7	0.8%	16.6%	0.1%	2.0	9.6	10.5	2.7%
CCc1noc(C)c1C(=O)NNC(=O)c1ccccc1	-0.9%	-20.2	0.3%	1.6	·	·	·	·	-0.7	5.7	·
Cc1cc(C)n(-c2ccc(S(=O)(=O)N3CCOCC3)cc2[N+](=O)[O-])n1	-1.7%	-17.5	-0.1%	7.4	-8.3%	·	0.5%	-0.6	5.5	-2.0	1.2%
CCCCC(CC)COC(=O)c1ccc(N(C)C)cc1 (stereo unspecified)	-0.1%	12.8	0.0%	-3.3	-13.4%	-5.3%	·	·	14.8	-3.6	·
O=C(NC(=S)NC1CCN(Cc2ccccc2)CC1)c1ccc(F)cc1	-10.3%	-5.9	0.2%	-47.3	16.2%	-22.2%	-0.3%	2.8	4.5	21.1	·
CCCCOCCCNC(=S)Nc1ccc(S(=O)(=O)N2CCOCC2)cc1	-0.9%	-0.4	0.3%	-1.3	0.0%	·	11.7%	4.6	5.8	-6.0	22.9%
Cc1ccc(C(=O)NC(C)(COc2nonc2C)COc2nonc2C)cc1	0.3%	5.5	-0.9%	-6.0	-3.8%	18.1%	-1.6%	-1.1	5.7	-4.5	-5.1%
Cc1cccc(N2CCN(C(=O)c3ccccc3NC(=O)C3CC=CCC3C(=O)O)CC2)c1 (stereo unspecified)	2.8%	-17.8	-0.1%	3.6	-2.5%	-8.5%	1.9%	-0.6	-0.9	-1.4	-5.2%
O=C(CCC(=O)N1CCOc2ccc(Cl)cc21)NCCCN1CCN(Cc2ccccc2)CC1	1.1%	38.2[activator]	0.2%	-15.8	·	5.1%	·	1.9	2.1	9.6	-1.8%
O=C(CNS(=O)(=O)c1ccc2ccccc2c1)OCC(=O)c1ccc(Br)s1	1.7%	13.6	-0.1%	4.2	37.1%[activator]	·	0.8%	2.6	-1.8	10.2	-3.4%
CCOc1ccc(NC(c2ccccn2)c2oc(CO)cc(=O)c2O)cc1 (stereo unspecified)	3.5%	14.2	0.0%	14.0	2.7%	-26.5%	0.3%	-18.9	0.3	2.2	?
COC(=O)C(C)Sc1ncnc2c1nnn2-c1ccc(F)cc1 (stereo unspecified)	-1.0%	10.0	-0.4%	-0.7	16.6%	6.8%	-1.7%	-0.2	-0.2	1.5	-9.8%
COc1ccccc1NS(=O)(=O)c1ccc(NC(=O)c2ccccn2)cc1	-0.5%	-4.7	0.0%	16.8	·	·	·	·	15.6	0.7	·
CCN(C(=O)c1ccc(S(=O)(=O)N2CCC(C)CC2)cc1)C1CCS(=O)(=O)C1 (stereo unspecified)	0.3%	-10.0	0.0%	15.1	·	·	·	·	-1.9	4.7	·
O=C(NC1CCCC1)c1ccc(CS(=O)(=O)c2cccc(C(F)(F)F)c2)o1	-2.2%	-2.4	-0.1%	-3.3	10.6%	3.6%	-0.7%	-0.2	-0.8	1.0	4.8%
COc1cccc(Cn2cnc3c(N)c(C)c(C)cc32)c1	0.4%	13.2	-0.6%	6.8	-0.8%	-11.8%	0.2%	-4.6	2.7	1.0	-1.1%
CCn1c(=O)cc(SCC(=O)Nc2cccc(C)n2)c2ccccc21	2.4%	-9.7	-0.2%	8.8	17.1%	0.6%	1.3%	0.1	-2.7	1.3	2.0%
Cc1ccc(N2C(=O)CC(Nc3ccccc3)C2=O)cc1 (stereo unspecified)	2.1%	6.2	-0.2%	-7.0	4.9%	6.1%	0.4%	2.9	0.2	-5.7	-2.2%
Cc1ccc(/C=N/N2CCOCC2)s1	-0.3%	-1.5	0.4%	13.0	-1.0%	-3.1%	15.4%	0.8	-6.7	-2.2	2.1%
CCCCNC(=O)c1onc(CSc2ccccc2)c1C(=O)O	-0.3%	2.2	-1.2%	5.1	-7.2%	?	0.1%	4.1	-2.7	8.3	-5.7%
CC1Cc2nc(SCC(=O)NC3CCCCC3)n(C)c(=O)c2S1 (stereo unspecified)	1.4%	19.3	-0.3%	-1.9	3.0%	?	-0.1%	0.4	6.0	-2.2	2.5%
COc1cccc2cc(C(=O)NCCC3=CCCCC3)c(=O)oc12	-0.1%	15.5	0.0%	-13.5	1.0%	-12.9%	5.6%	0.4	-2.9	-20.6	-0.4%
CCOc1cc(C(=O)OCC(=O)Nc2ncc(Cl)c(C)c2Cl)ccc1OCC(=O)N1CCOCC1	1.6%	-5.5	-0.5%	1.1	13.5%	-20.4%	1.4%	1.9	0.0	11.7	-10.0%
CC1CN(C(=O)COC(=O)Cc2ccc(Cl)cc2)CC(C)O1 (stereo unspecified)	-2.4%	2.8	-0.3%	5.5	·	·	·	·	-5.8	2.9	·
Cc1ccc(S(=O)(=O)c2c(C)cc(C)nc2N2CCCCC2)cc1	-0.9%	-26.8	0.1%	-3.3	3.3%	-8.7%	-3.0%	-10.3	0.8	-6.8	0.0%
CSc1nc(-c2ccccc2)c(C#N)c(=O)[nH]1	-10.4%	?	0.2%	-4.3	2.6%	·	4.1%	5.3	0.3	4.2	-9.2%
COc1ccc(NC(=O)C2CC(c3ccccc3O)=NO2)cc1OC (stereo unspecified)	-0.5%	-0.3	-0.4%	14.6	19.9%	?	5.5%	5.5	?	0.1	-1.3%
O=C(c1ccc(Cl)c(S(=O)(=O)NCc2ccco2)c1)N1CCN(c2ccc(F)cc2)CC1	-1.5%	9.2	0.2%	-3.5	14.8%	-3.9%	-0.3%	0.8	-8.8	7.9	-2.3%

Source: PubChem

A portion of the library; count on the stated rates, not on these rows.
